# K1F lysis inhibition = protection from phage-mediated lysis, alamar blue read-out – E. coli UTI89, K1F phage, bacterial capsule biogenesis inhibitors (AID 488966). inhibition, % at 100 µM; hits with a dose series show IC50 in µM. 340,000 tested, 0.02% active. E. coli UTI89 K1F phage lysis, alamar blue, 2 h; higher % means a stronger effect;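 active means phage lysis inhibition, versus mean bacterial control, above a set limit; inconclusive means no clear call, values can overlap the other calls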;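 further: capsule biogenesis inhibitors block K1F phage lysis so surviving cells raise fluorescence; higher fluorescence means more inhibition of phage lysis; actives were called in the ten point dose series up to 300 µM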
# Large T inhibition = SV40 large T antigen inhibitors, biochemical (AID 1903); SV40 large T antigen ATPase/helicase inhibition assay; higher % means a stronger effect; inhibition, % at 20 µM; hits with a dose series show IC50 in µM; 310,000 tested, 0.39% active; in the data active means a potency from the dose series; inconclusive means inhibition mostly from about 32% at the one dose, without a potency; inactive means the rest, 99 in 100 with inhibition below about 32%; further: strong numbers were not always called active
# Rac1 GTP hydrolysis = MgcRacGAP GTPase-activating activity inhibitors, confirmation, biochemical, ADP Hunter fluorescence. one-dose inhibition, % at 30 µM; IC50 in µM for titrated hits. MgcRacGAP-stimulated Rac1 GTP hydrolysis, ADP Hunter fluorescence; higher % means a stronger effect; GST-tagged Rac1 F28L mutant substrate. AID 624330. 340,000 tested, 0.6% active;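 active means first-screen hits whose inhibition reached a set limit at any dose in the follow-up dose series; inconclusive means inhibition above the set first-screen limit but never retested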;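 further: fluorescence reports GDP produced by GAP-driven GTP hydrolysis; strong numbers were not always called active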
# NTR1 ag = NTR1-driven beta-arrestin-GFP spot formation – imaging, U2OS cells, high content, primary screen (AID 493036); P30989; 330,000 tested, 0.17% active; activation, % at 20 µM; agonist mode;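 active means activation at or above 40% of the spot to cytoplasm intensity ratio, with at least 20 cells analyzed; inconclusive means wells under 20 cells, flagged as cytotoxic or low count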;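 further: 0% = DMSO without peptide and 100% = 100 nM NTR1 peptide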
# Target sequence (P30989 whole entry, looked up): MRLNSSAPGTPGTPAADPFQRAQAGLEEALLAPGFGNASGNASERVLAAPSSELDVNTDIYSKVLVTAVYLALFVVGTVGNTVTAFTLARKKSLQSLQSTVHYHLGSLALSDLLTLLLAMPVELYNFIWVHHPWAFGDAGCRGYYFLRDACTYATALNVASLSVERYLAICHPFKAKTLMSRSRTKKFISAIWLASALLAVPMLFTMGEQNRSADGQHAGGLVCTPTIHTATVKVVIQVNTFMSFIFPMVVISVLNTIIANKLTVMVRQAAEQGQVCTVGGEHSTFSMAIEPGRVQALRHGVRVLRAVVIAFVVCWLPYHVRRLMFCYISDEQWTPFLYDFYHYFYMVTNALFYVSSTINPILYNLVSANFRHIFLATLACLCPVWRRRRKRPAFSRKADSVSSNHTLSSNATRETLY
# PhoP inhibition = inhibitors of PhoP regulon expression, primary screen, Salmonella Typhimurium, GFP reporter (AID 1863); S. Typhimurium PhoP-regulated promoter GFP reporter, 4 h; higher % means a stronger effect; inhibition, % at 50 µM, or IC50 in µM where a hit was titrated; 300,000 tested, 0.16% active;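 active means inhibition over 29.93%, a cutoff 3 SD above the screen mean, later confirmed by dose response; inconclusive means inhibition over 29.93% but no dose response follow-up; inactive means inhibition at most 29.93% or unconfirmed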;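 further: 0% = low Mg2+ inducing control and 100% = high Mg2+ repressing control; strong numbers were not always called active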
# RSV antiviral HEp-2 = inhibition of RSV-induced cytopathic effect – HEp-2 cells, primary 10 µM value included (AID 2391). HEp-2 cells, RSV-induced CPE inhibition; higher % means a stronger effect. CPE inhibition, % at 10 µM, or IC50 in µM where a hit was titrated. 310,000 tested, 0.13% active; in the data active means a potency from the dose series; inconclusive means CPE inhibition mostly from about 23% at the one dose, without a potency; inactive means the rest, 99 in 100 with CPE inhibition below about 21%; further: strong numbers were not always called active
# T cell HTS = modulates CD8 T cell binding to vesicles | 2C CD8+ T cell-vesicle binding, flow cytometry; stronger effect = lower value | calls only at 7 µM | 330,000 tested, 0.068% active | AID 2052;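 active means response, share of CD8 T cells binding vesicles, and their 90th percentile fluorescence all below set limits, cut at about 80% in these data, passing the limit was not always enough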
#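 Material: 2C TCR transgenic mouse naive CD8+ T cells, MACS-purified. Also added: QL9-charged Drosophila Ld/ICAM-1/B7-1 vesicles. Timing: binding 1.5 h at 37 °C. Measured by: high-throughput flow cytometry with anti-B7-1 and anti-CD8 staining. Read-out: percent CD8+ FL2 mean versus row control. Controls: Unloaded micro-vesicles (low), QL9 vesicles with 0.7% DMSO (high).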
# West Nile antiviral = West Nile virus antiviral activity, cell-based, CPE readout (AID 1621). West Nile virus-infected cells, CPE inhibition; higher % means a stronger effect. CPE inhibition, % at 10 µM; hits with a dose series show IC50 in µM. 290,000 tested, 0.02% active; in the data active means a potency from the dose series; inconclusive means CPE inhibition mostly from about 3.7% at the one dose, without a potency; inactive means the rest, 99 in 100 with CPE inhibition below about 2.2%; further: strong numbers were not always called active
# NS5 inhibitors = flavivirus cap methylation enzyme inhibition – biochemical, confirmation dose response, primary screen (AID 588689). Dengue-2 NS5 methyltransferase capping enzyme assay, biochemical; higher % means a stronger effect. one-dose inhibition, % at 25 µM; IC50 in µM for titrated hits. 340,000 tested, 0.3% active; in the data active means a potency from the dose series; inconclusive means inhibition above about 29% without an active follow-up result
# T cell HTS vesicle-bound % = recorded beside T cell HTS, whose call it bears; double positive events, %; measured here: CD8+ vesicle-bound cell fraction;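 binding gate set so that unloaded-vesicle control wells show 10% double positive cells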
# NTR1 ag cell count 20 µM = also measured in NTR1 ag; calls as there; cell count; measured here: cell count, cytotoxicity flag
# NS5 inhibitors pilot replicate = second read-out of NS5 inhibitors, no call of its own (marks repeat the call); inhibition, %; measured here: pilot screen replicate inhibition
# Starred values were filed as active, the others as inactive; i = inactive; u = inconclusive; x = no result given; [ ] = another dose, or the depositor's remark.
# Start of the listing, in advance, 5 compounds:
SMILES,K1F lysis inhibition,Large T inhibition,Rac1 GTP hydrolysis,NTR1 ag,NTR1 ag cell count 20 µM,PhoP inhibition,RSV antiviral HEp-2,T cell HTS,T cell HTS vesicle-bound %,West Nile antiviral,NS5 inhibitors,others
Cc1cc(NC(=O)CS(=O)CC(=O)Nc2c(C)cccc2C)ccc1-n1cnnn1 (stereo not given),0.1%,8%,4%,-0.9,63,-1%,-0.3%,i,21,-0.2%,-7%,
COc1cc([C@H]2c3c(cc(OC)c(O)c3OC)C[C@@H](CO)[C@@H]2CO[C@@H]2O[C@H](CO)[C@@H](O)[C@H](O)[C@H]2O)cc(OC)c1O,-2.7%,x,7%,-2.5,81,x,3.3%,i,33,x,12%,
Cc1ccc(N=C2NC(=O)C(CC(=O)NCc3ccccc3)S2)cc1C (stereo not given),1.6%,9%,4%,0.1,66,-1%,3.7%,i,44,-0.4%,-3%,
O=c1cc(CN2CCOCC2)c2ccc(O)c(O)c2o1,0.8%,31%,83µM*,0.7,93,-7%,-0.6%,i,29,-0.3%,7%,
CC(CCc1ccccc1)NC(=O)COC(=O)c1ccc(F)cc1 (stereo not given),-0.2%,-1%,4%,-1.0,77,4%,-0.5%,i,21,-0.5%,-7%,

# All compounds of this part (from the top)
SMILES,K1F lysis inhibition,Large T inhibition,Rac1 GTP hydrolysis,NTR1 ag,NTR1 ag cell count 20 µM,PhoP inhibition,RSV antiviral HEp-2,T cell HTS,T cell HTS vesicle-bound %,West Nile antiviral,NS5 inhibitors,others
Cc1cc(NC(=O)CS(=O)CC(=O)Nc2c(C)cccc2C)ccc1-n1cnnn1 (stereo not given),0.1%,8%,4%,-0.9,63,-1%,-0.3%,i,21,-0.2%,-7%,
COc1cc([C@H]2c3c(cc(OC)c(O)c3OC)C[C@@H](CO)[C@@H]2CO[C@@H]2O[C@H](CO)[C@@H](O)[C@H](O)[C@H]2O)cc(OC)c1O,-2.7%,x,7%,-2.5,81,x,3.3%,i,33,x,12%,
Cc1ccc(N=C2NC(=O)C(CC(=O)NCc3ccccc3)S2)cc1C (stereo not given),1.6%,9%,4%,0.1,66,-1%,3.7%,i,44,-0.4%,-3%,
O=c1cc(CN2CCOCC2)c2ccc(O)c(O)c2o1,0.8%,31%,83µM*,0.7,93,-7%,-0.6%,i,29,-0.3%,7%,
CC(CCc1ccccc1)NC(=O)COC(=O)c1ccc(F)cc1 (stereo not given),-0.2%,-1%,4%,-1.0,77,4%,-0.5%,i,21,-0.5%,-7%,
O=C(Nc1ccccc1C(=O)N1CCOCC1)c1cccnc1,0.5%,9%,11%,1.7,55,-2%,-0.3%,i,15,-0.3%,-1%,
Cc1nc(C)c(C(=O)Nc2ccccc2)s1,0.5%,6%,6%,-0.3,62,3%,1.9%,i,42,0.2%,3%,
Cc1sc(N)nc1-c1ccc(Oc2ccccc2)cc1,0.1%,24%,7%,3.2,71,5%,19%,i,38,0.3%,-12%,
CCOC(=O)N1CCN(C(=O)c2ccc3c(=O)n(Cc4ccc(OC)cc4)c(=S)[nH]c3c2)CC1,0.4%,-3%,7%,-0.3,43,4%,17%,i,67,0.4%,3%,
Cc1ccccc1NC(=O)N(CCc1nc2ccccc2[nH]1)Cc1ccccc1,1.1%,11%,-1%,-1.5,42,3%,-2.3%,i,44,-0.3%,3%,
CCOc1ccc(NC(=O)CCNS(=O)(=O)c2ccc3c(c2)CC(C)N3C(C)=O)cc1 (stereo not given),0.2%,24%,6%,-0.4,49,-7%,0.0%,i,12,0.2%,1%,
COC(=O)C1NN=C(C(=O)c2ccccc2)C1c1ccccc1 (stereo not given),-0.5%[50 µM],4%,5%,2.2,76,-3%,2.8%,i,36,-0.6%,-2%,
Cc1cc(S(=O)(=O)Nc2nc(CN3CCOCC3)nc3sc4c(c23)CCCC4)ccc1F,0.4%,7%,1%,1.2,61,5%,1.5%,i,22,x,-4%,
Cc1ccc(CN2CC(C(=O)Nc3ccc4c(C)cc(=O)oc4c3)CC2=O)cc1 (stereo not given),-0.1%,2%,5%,5.9,80,-7%,2.2%,i,41,0.2%,-2%,
O=C(c1cc(F)c(F)cc1Cl)N1CCCc2ccccc21,0.3%,5%,6%,0.5,53,-6%,0.3%,i,60,-0.8%,-6%,
CC(=O)NCc1cc(-c2nn(C)c(=O)c3ccccc23)ccc1C,-0.1%,0%,9%,0.0,98,-16%,0.5%,i,21,0.4%,1%,
COc1ccc(CCNC(=O)C2CCCN(C(=O)N(C)C)C2)c(OC)c1 (stereo not given),2.0%,7%,6%,-0.7,59,2%,4.0%,i,31,1.4%,2%,
Cc1cc(C(=O)N2CCC(Cc3ccccc3)CC2)c(C)o1,0.1%,6%,7%,2.1,55,-3%,3.5%,i,64,-0.4%,-6%,
CCN(CC)C(=O)CSc1nnc(-n2nc(C)cc2C)c2ccccc12,1.4%,0%,7%,1.6,75,6%,-0.7%,i,44,-0.5%,-6%,
COC(=O)c1cc2c(s1)CS(=O)C2 (stereo not given),-0.8%,23%,4%,0.0,71,6%,-0.9%,i,23,0.4%,1%,
O=C(NCCC1=CCCCC1)C1CC(=O)N(C2CCCCC2)C1 (stereo not given),-0.2%,0%,14%,1.9,59,0%,1.6%,i,27,-0.1%,-3%,
Cc1ccc2cc3cc(C(=O)N4CCCCC4C)oc3nc2c1 (stereo not given),2.3%,8%,5%,-1.7,63,-3%,21µM*,i,48,x,-4%,
Cc1ccccc1Nc1nc(N)nc(COC(=O)c2ccc(S(=O)(=O)N(C)C)cc2)n1,5.3%[50 µM],5%,1%,-1.0,67,13%,4.5%,i,50,1.1%,1%,
CC(C)n1c(=O)[nH]c2cc(C(=O)Nc3ccccc3)ccc21,1.2%,3%,2%,1.1,44,12%,0.0%,i,47,-0.6%,2%,
Cc1cc(NC(=O)C2C3C(=O)N(c4cccnc4)C(C(=O)NC(C)(C)C)C34C=CC2(C)O4)no1 (stereo not given),-0.1%,26%,5%,0.7,58,-2%,1.8%,i,30,0.1%,-1%,
Cc1cc(C)c(C#N)c(SCSCc2ccccc2)n1,1.2%,6%,7%,6.1,68,-2%,2.6%,i,17,0.4%,-6%,
COc1cccc(/C=N/NC(=O)CCc2ccccc2)c1,-0.1%,20%,8%,0.1,59,-4%,0.0%,i,66,0.0%,-8%,
O=C(Nc1ccc(F)cc1)NC1CCN(Cc2c(F)cccc2Cl)CC1,-0.1%,8%,7%,6.3,50,-6%,1.7%,i,37,-1.0%,-11%,
CCCn1nnnc1NCc1cccc(OC)c1OCC,0.0%,-1%,-6%,-0.2,50,-1%,5.1%,i,50,-0.6%,0%,NS5 inhibitors pilot replicate=-2.4
O=C(Nc1cccc(-c2cn3ccccc3n2)c1)c1cnccn1,4.7%,-1%,4%,0.7,90,-18%,0.1%,i,36,0.6%,2%,
Cc1cccc2sc(N(CCCN(C)C)C(=O)c3ccc(S(=O)(=O)N4CCc5ccccc5C4)cc3)nc12,0.1%,2%,4%,-0.1,61,-1%,1.0%,i,57,u,-1%,
CCn1ccnc1CN1CCCC(CO)(Cc2cccc(OC)c2)C1 (stereo not given),0.0%,6%,7%,0.3,80,2%,-1.0%,i,34,-1.4%,-1%,
Cc1ccc(C)c(OCCC(=O)OCC(=O)Nc2cccnc2Cl)c1,-1.6%[50 µM],-7%,5%,-0.6,65,6%,2.0%,i,28,-1.0%,-4%,
C[C@@H]1CCC(=O)N(CC[C@H](Oc2ccccc2)c2ccccc2)CC1,-0.8%,26%,4%,0.0,71,-1%,1.3%,i,21,-1.6%,-13%,
Cn1c(=O)oc2cc(S(=O)(=O)NCCc3ccccc3)ccc21,1.4%,1%,10%,1.2,52,-7%,0.9%,i,36,1.2%,1%,
O=C(C[n+]1ccccc1)N/N=C/c1ccccc1Cl,0.6%[50 µM],x,9%,0.8,50,x,1.8%,i,36,x,0%,
O=C(Nn1cnc2ccccc2c1=O)c1ccccc1,-0.1%,12%,-29%,1.7,81,8%,0.9%,i,14,1.1%,17%,
COc1ccc(-c2nnc(NC(=O)c3ccc(S(=O)(=O)N4CCCc5ccccc54)cc3)o2)cc1,0.5%,8%,3%,0.8,55,-1%,-2.2%,i,59,x,-5%,
CC(=O)Nc1ccc(OCC(O)CNC2CCCC2)cc1 (stereo not given),-0.1%,27%,9%,0.5,86,3%,x,i,35,x,-1%,
O=C(Nc1ccc(-c2ccccc2)cc1)c1ccccc1,0.1%,9%,10%,-0.6,61,7%,-0.1%,i,8,-1.2%,-3%,
COc1ccc(NC2CCCN(C(=O)CSc3ccccc3)C2)cc1 (stereo not given),0.0%,7.5µM*,u,-0.2,66,-1%,-0.5%,i,24,-0.2%,-3%,
COc1ccccc1CNS(=O)(=O)c1ccc(-c2cnc(C3CC3)o2)cc1,0.3%,1%,11%,2.6,43,2%,-1.2%,i,50,0.0%,-3%,
COc1cccc(C2CC(c3cccs3)=NN2C(=O)CSc2nc3c(cnn3-c3ccc(F)cc3)c(=O)[nH]2)c1OC (stereo not given),0.0%,5%,13%,5.9,67,-2%,7.7%,i,29,0.6%,0%,
COc1cc(/C(O)=C(\C#N)c2nc3ccccc3[nH]2)cc(OC)c1OC,-1.7%,14%,0%,2.3,62,-5%,3.5%,i,50,0.7%,-25%,
COC(=O)c1c(NC(=S)Nc2ccc(C(=O)N3CCOCC3)cc2)sc2c1CCC2,0.3%,7%,4%,-0.2,39,-5%,3.0%,i,17,0.3%,-12%,
CC(=O)c1ccc(OCCN2CCOCC2)cc1,-0.3%,-1%,u,-1.4,84,-5%,-1.4%,i,51,0.6%,-3%,NS5 inhibitors pilot replicate=-4.0
CCOC(=O)c1cnc2ccc(C)cc2c1Nc1ccc(N2CCOCC2)cc1,6.3%,14%,25%,9.8,74,12%,-1.6%,i,34,0.5%,-14%,
COc1ccccc1NC(=O)CN1C(=O)CSC(C)C1=O (stereo not given),-0.5%,4%,6%,0.7,69,-5%,2.9%,i,56,0.1%,x,
CCOc1ccccc1N(CC(=O)NC1CCCCC1)C(=O)CCCC(=O)Nc1ccccn1,0.0%,5%,13%,0.0,54,-11%,-0.6%,i,32,-0.2%,0%,
